Hep lipid drop – inhibitors of hepatocyte lipid droplet formation, primary screen, imaging, high-throughput imaging, BODIPY stain; inhibition, % at 6.5 µM; AML12 mouse hepatocytes, oleate lipid droplets; 240,000 tested, 0.4% active;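 active means lipid droplet intensity inhibited by at least 50%, with more than 500 cells counted; inconclusive means wells with under 300 cells, treated as cytotoxic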
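material = mouse AML12 hepatocyte cell line, fixed after treatment | also added = 100 µM oleic acid challenge | doses = compound at 6.5 µM only | schedule = overnight exposure | technique = Image-based BODIPY and DAPI two-channel analysis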
MT stabilizer – microtubule stabilizers in HeLa cells, primary screen, imaging, high-content imaging; HeLa tubulin immunostaining HCS, 24 h; share of cells brighter than vehicle mean+2SD; AID 2205, 2009; % tubulin-high responders, % at 10 µM; 200,000 tested, 0.83% active;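 active means plate Z-score above 3 for both tubulin-high and condensed-nucleus cell shares, with cell loss under 80%, at 10 µM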;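 further: anti alpha tubulin signal scored within the nucleus-defined area of each cell; some results filed as inactive read as strong as hits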
Yfh1-off respiration – enhancers of respiration in Yfh1-depleted yeast, dose response, Friedreich's ataxia, plus single-dose screen (AID 1465); S. cerevisiae Yfh1-off respiration, WST-1 reduction, 72 h; higher fold induction means a stronger effect; fold induction at 50 µM, or EC50 in µM where a hit was titrated; 220,000 tested, 0.074% active;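 active means fold induction of absorbance versus untreated yeast above a set limit, then at least 30% activation at any dose in follow-up; inconclusive means repeats straddling the limit, or above it without dose testing; inactive means fold induction below the set limit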;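 further: activators that raise dye reduction in frataxin-depleted yeast; strong numbers were not always called active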
Autophagy mod – autophagy modulators in MEF cells, primary screen, imaging, high-content, MEF GFP-LC3; MEF GFP-LC3 puncta imaging; test concentration mostly 10 µM; calls only at 10 µM (by protocol); 190,000 tested, 0.98% active; AID 463193, 2010;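 active means percentage of spot-positive cells more than 3 SD above its plate mean, without a fluorescence outlier flag or 80% toxicity; inconclusive means no clear call, values can overlap the other calls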;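 further: spot-positive cell cutoff set from DMSO-treated cells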
Dynein transport – inhibitors of GR-EGFP nuclear translocation, primary screen, dynein cargo transport inhibitor project, imaging, high-content, 3617.4 mouse cells | 220,000 tested, 0.47% active | test concentration mostly 20 µM; stimulated with dexamethasone, 1 µM; stronger effect = lower value | z-score, hits read low;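 active means plate z-score of nuclear minus cytoplasmic receptor signal below a set negative limit, without overly bright fluorescence or cell loss, cut at about -3.5 in these data, passing the limit was not always enough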;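 further: z-score of nuclear minus cytoplasmic ring GR-EGFP intensity difference per well; some compounds called inactive have numbers as strong as hits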
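Schedule: 48 h induction, then 1 h compound, then 30 min agonist, 37 °C. Buffer or medium: tetracycline-free induction medium containing charcoal-stripped FBS. Reagent: 1.0 µM final dexamethasone stimulus. Evaluation: nuclear versus cytoplasmic GR-EGFP signal, averaged per well. Signal: high-content fluorescence imaging after fixation.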
b-catenin transl – modulators of beta-catenin nuclear translocation, primary screen, imaging, HeLa cells, immunofluorescence, high-content. nuclear translocation activity, % at 5 µM. 190,000 tested, 0.3% active. AID 1665, 2009;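 active means nuclear translocation activity above 50% at 5 µM, with a well cell count of 50 or more; inconclusive means wells under 50 cells across six images, flagged as toxic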;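 further: per-cell ratio of nuclear to cytoplasmic median beta-catenin stain intensity; plate controls were DMSO negative control for no effect and GSK-3 inhibitor IX positive control for full effect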
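Test system: human HeLa cells, endogenous beta-catenin. Times: 24 h compound exposure, 37°C. Measured by: beta-catenin immunofluorescence imaging with DAPI.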
NOD2 inhibition – NOD2 signaling inhibitors, cell-based, luminescence, uHTS, HEK293 (AID 1566); HEK293 NOD2/NF-kB luciferase reporter, luminescence; higher % means a stronger effect; one-dose inhibition, % at 4 µM; EC50 in µM for titrated hits; 290,000 tested, 0.63% active; in the data active means inhibition above about 50%; further: many of its hits are not listed in these tables
Ins promoter up – insulin promoter activators in MIN6 cells, imaging, high-content screening, mouse beta cells; MIN6 insulin promoter-GFP reporter; stronger effect = higher value; z-score at 5 µM; 190,000 tested, 0.3% active; AID 1625, 2009;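 active means z-score above 3 at 5 µM with at least 500 cells counted in the well; inconclusive means wells under 500 cells, flagged as cytotoxic or low count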
WT yeast gro inh – growth inhibition of WT strain, primary screen, mitochondrial fusion inhibitor project, WT and mutant strains, chemical genetic; AID 1362, 2008; 190,000 tested, 2.1% active; mitochondrial fusion phenotypic screen; inhibition, % at 10 µM; in the data active means inhibition above about 58%; tested in S. cerevisiae
WT yeast gro inh mutant strain – further read-out of WT yeast gro inh, marked with its call; inhibition, %; mitochondrial fusion phenotypic screen, mutant strain inhibition
Dynein transport cytoplasmic EGFP – further read-out of Dynein transport, marked with its call; z-score; measured here: cytoplasmic GR-EGFP intensity; stronger effect = higher value
Dynein transport nuclear GR-EGFP – further read-out of Dynein transport, marked with its call; z-score; measured here: nuclear GR-EGFP intensity;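 lower value marks the stronger effect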
Dynein transport cell count – also measured in Dynein transport; calls as there; z-score; measured here: cell count per field
Ins promoter up cell count – recorded beside Ins promoter up, whose call it bears; cell count; measured here: cytotoxicity, nuclei count;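 total cells summed across four imaged fields per well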
Hep lipid drop cells 6.5 µM – second read-out of Hep lipid drop, no call of its own (marks repeat the call); cell count; measured here: cell count, cytotoxicity flag;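 cells counted across two imaged fields per well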
b-catenin transl cell count 5 µM – second read-out of b-catenin transl, no call of its own (marks repeat the call); cell count; measured here: cell count, cytotoxicity flag
MT stabilizer Hoechst-high % – also measured in MT stabilizer; calls as there; % Hoechst-high responders; measured here: nuclear condensation Hoechst responders;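 share of cells brighter than vehicle mean plus two SD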
MT stabilizer cytotoxicity % – also measured in MT stabilizer; calls as there; toxicity, %; measured here: cytotoxicity by cell density;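 0% = mean cell density of plate MIN control wells and 100% = no cells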
Autophagy mod cell loss 18 h – second read-out of Autophagy mod, no call of its own (marks repeat the call); toxicity, %; measured here: cell loss, nuclei count;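 cell loss after 18 h compound exposure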
Active calls of the source: *; i = inactive; ? = inconclusive; · = not tested or not shown; + = active, no number. These rows are one share of the data; the hit share may differ from the screen's.

Order of results – Hep lipid drop, Hep lipid drop cells 6.5 µM, MT stabilizer, MT stabilizer Hoechst-high %, MT stabilizer cytotoxicity %, Yfh1-off respiration, Autophagy mod, Autophagy mod cell loss 18 h, Dynein transport, Dynein transport cytoplasmic EGFP, Dynein transport nuclear GR-EGFP, Dynein transport cell count, b-catenin transl, b-catenin transl cell count 5 µM, NOD2 inhibition, Ins promoter up, Ins promoter up cell count, WT yeast gro inh, WT yeast gro inh mutant strain
> COc1ccc(OC)c(S(=O)(=O)Nc2cc(OC)c(Cl)cc2OC)c1
  -43, 759, 2.6, 1.3, 4.4, i, i, -1, -1.5, -0.22, -0.63, -0.39, 0.7, 1196, 3%, -0.04, 1266, 5, 15
> CN(C)S(=O)(=O)N1CCN(C(=O)c2cccs2)CC1
  1, 762, 1.2, 1.0, 5.6, i, i, 0, -0.56, 0.15, 0.12, -1.2, -2.2, 1167, 4%, -0.21, 885, -11, -10
> C=CC(COCc1ccccc1)N(Cc1ccc(OC)cc1)S(=O)(=O)c1ccccc1Br (stereo not drawn)
  -5, 744, ·, ·, ·, i, ·, ·, 0.79, -0.69, 0.32, -1, 1.6, 1188, -7%, 0.38, 1086, ·, ·
> Clc1ccccc1/C=N/c1cc(-c2ccccc2)nn1-c1ccccc1
  ·, ·, 1.3, 2.4, 8.7, i, i, -30, 2, -0.16, -0.014, -1.9, ·, ·, -2%, ·, ·, 2, -11
> CCCCN(CC)Cc1ccc(CNC(=O)Nc2ccc(OCC)cc2)o1
  -4, 688, 2.0, 1.1, 6.6, i, i, -7, 2.5, -0.14, 1.1, -1.5, ·, ·, -10%, 0.79, 913, -12, -12
> O=C(CNc1ccccc1)N/N=C/c1ccc([N+](=O)[O-])cc1
  -14, 701, 1.7, 3.7, 8.8, i, i, 0, -0.12, -0.23, -0.027, -0.01, 0.5, 976, 9%, -0.2, 1547, -9, 5
> C=CCn1c(SCC(=O)c2ccc(F)cc2)nnc1-c1ccc2c(c1)OCO2
  -19, 733, 1.9, 2.2, 12, i, i, 10, -0.75, -0.2, 0.32, -0.088, 1.2, 600, 6%, ·, ·, -3, 1
> O=C(NC1CCCC1)c1ccc2nc[nH]c2c1
  38, 747, 1.1, 2.3, 7.5, i, i, 0, -0.61, -0.28, -0.11, 0.075, ·, ·, -7%, -0.22, 1235, -10, -6
> C/C(N)=C(/C#N)C(=O)CSc1nc2ccccc2c(=O)n1-c1ccccc1C
  11, 720, 2.8, 2.3, 5.6, i, i, 9, -0.71, -0.2, -0.6, 0.67, -1.7, 539, 16%, -0.13, 1280, -11, -11
> CN(C)c1ccc(C(=O)c2ccc(N(C)C)c3ccccc23)cc1
  ?, ·, 12, 48, 33, ·, +, 72*, -0.28, 0.011, 0.24, -0.046, 39, 164, -56%, -5.2, 500, 61*, 21*
> CC(=O)Nc1ccc(S(=O)(=O)NC(C(=O)O)C(C)C)cc1 (stereo not drawn)
  ·, ·, 5.1, 2.1, 5.3, i, i, 0, 0.6, -0.24, 0.012, 0.0063, ·, ·, ·, ·, ·, ·, ·
> CC1(C)CC2(CCO1)C(Nc1ccccc1)=NC(=S)N2CC(N)=O (stereo not drawn)
  7, 783, ·, ·, ·, i, ·, ·, 1, -0.16, 0.48, -0.49, 4.8, 903, 12%, 0.01, 1410, ·, ·
> O=C(CSc1ncn(-c2ccccc2)n1)Nc1nccs1
  1, 784, 1.5, 1.1, 6.9, i, i, -4, -0.18, -0.25, 0.25, 0.12, -4.3, 1164, 5%, ·, ·, 4, 13
> CC(=O)Nc1cccc(Oc2nc(-c3ccccn3)nc3ccccc23)c1
  12, 748, ·, ·, ·, i, ·, ·, 0.4, -0.22, 0.78, -0.45, 0.9, 1388, 16%, 0.03, 970, ·, ·
> CO/N=C(/CS(=O)(=O)c1ccc(C)cc1)c1ccc(OC)cc1
  ·, ·, 13, 2.0, 20, i, i, 11, 2.2, 0.092, 1, -1.1, ·, ·, 1%, 0.51, 833, 48, 40

One compound at a time (already shown). Screens in order: Hep lipid drop, Hep lipid drop cells 6.5 µM, MT stabilizer, MT stabilizer Hoechst-high %, MT stabilizer cytotoxicity %, Yfh1-off respiration, Autophagy mod, Autophagy mod cell loss 18 h, Dynein transport, Dynein transport cytoplasmic EGFP, Dynein transport nuclear GR-EGFP, Dynein transport cell count, b-catenin transl, b-catenin transl cell count 5 µM, NOD2 inhibition, Ins promoter up, Ins promoter up cell count, WT yeast gro inh, WT yeast gro inh mutant strain
Profile of `CCCCN(CC)Cc1ccc(CNC(=O)Nc2ccc(OCC)cc2)o1` → -4, 688, 2.0, 1.1, 6.6, i, i, -7, 2.5, -0.14, 1.1, -1.5, ·, ·, -10%, 0.79, 913, -12, -12
Profile of `C=CCn1c(SCC(=O)c2ccc(F)cc2)nnc1-c1ccc2c(c1)OCO2` → -19, 733, 1.9, 2.2, 12, i, i, 10, -0.75, -0.2, 0.32, -0.088, 1.2, 600, 6%, ·, ·, -3, 1
Profile of `CC(=O)Nc1ccc(S(=O)(=O)NC(C(=O)O)C(C)C)cc1` (stereo not drawn) → ·, ·, 5.1, 2.1, 5.3, i, i, 0, 0.6, -0.24, 0.012, 0.0063, ·, ·, ·, ·, ·, ·, ·
Profile of `O=C(CNc1ccccc1)N/N=C/c1ccc([N+](=O)[O-])cc1` → -14, 701, 1.7, 3.7, 8.8, i, i, 0, -0.12, -0.23, -0.027, -0.01, 0.5, 976, 9%, -0.2, 1547, -9, 5

Continuation.
Order of results – Hep lipid drop, Hep lipid drop cells 6.5 µM, MT stabilizer, MT stabilizer Hoechst-high %, MT stabilizer cytotoxicity %, Yfh1-off respiration, Autophagy mod, Autophagy mod cell loss 18 h, Dynein transport, Dynein transport cytoplasmic EGFP, Dynein transport nuclear GR-EGFP, Dynein transport cell count, b-catenin transl, b-catenin transl cell count 5 µM, NOD2 inhibition, Ins promoter up, Ins promoter up cell count, WT yeast gro inh, WT yeast gro inh mutant strain
> O=c1nc2ccccc2c(NS(=O)(=O)c2ccc(Cl)cc2)n1-c1ccccc1
  ·, ·, 1.0, 1.0, 13, i, i, 1, 0.22, -0.049, 0.13, -0.48, -0.8, 1389, 11%, -0.09, 1629, 4, 6
> COc1ccc(NC(=S)NNC(=O)c2ccccc2OC(F)F)cc1
  14, 753, 36*, 24*, 31*, i, i, 13, -0.79, -0.23, -0.45, 0.77, 16, 975, -21%, ·, ·, 15, 18
> FC(F)(F)Oc1ccc(NC(=S)Nc2ccc(OC(F)(F)F)cc2)cc1
  -98, 582, ·, ·, ·, i, ·, ·, 1.1, -0.092, 1.1, -0.94, 2.5, 1191, -7%, 0.14, 888, ·, ·
> CC(=O)Cc1cc(O)c2ccccc2c1OC(=O)c1ccc(Br)cc1
  -2, 617, ·, ·, ·, i, ·, ·, 0.0039, 0.19, 0.006, -0.068, 2.8, 1304, 19%, ·, ·, ·, ·
> O=C(NCCc1ccc(F)cc1)c1cc(=O)c2ccccc2o1
  2, 742, 0.9, 1.9, 3.7, i, i, 5, -0.2, -0.29, 0.7, 0.06, 0.3, 1085, -1%, -0.15, 1160, -3, 5
> COc1ccc(C(=O)/C=C(\C)NCc2ccc3c(c2)OCO3)cc1
  ·, ·, 1.9, 1.2, 10, i, i, 10, -0.1, -0.18, -0.24, 0.73, -1.0, 1361, -5%, -0.05, 1593, 16, 34
> O=C(NCCc1ccccc1)C1CCN(C(=O)NCc2ccccc2)CC1
  -4, 732, 4.7, 2.0, 5.5, i, i, -3, -0.96, 0.11, -0.19, 1.2, -0.2, 1154, -5%, ·, ·, -24, 2
> COc1ccc(C(CC(=O)c2ccccc2)CC(=O)c2ccccc2)cc1OC
  -9, 684, 8.3, 1.7, 11, i, i, 3, -0.17, -0.26, -0.048, 1.1, 0.6, 1430, 4%, -0.67, 1272, 25, 15
> Nc1c(C(=O)NCc2ccc(Cl)cc2)sc2nc3c(c(C(F)(F)F)c12)CCC3
  ·, ·, 2.4, 1.9, 4.4, i, i, 3, -0.14, -0.29, -0.19, -0.29, -2.0, 854, -5%, -0.47, 1502, 13, -20
> Cc1ccc(SCCC(=O)Nc2nccs2)cc1
  37, 714, 3.5, 2.1, 1.6, i, i, 24, -0.85, -0.24, -0.49, 1, -1.1, 1084, -3%, 0.47, 1226, 10, 8
> CS(=O)(=O)N(CC(=O)N1CCOCC1)Cc1ccccc1
  -3, 710, 3.9, 2.0, 5.5, i, i, 2, -0.9, -0.21, -0.57, 0.28, -1.3, 1094, 6%, 0.14, 1932, -9, -4
> COC(=O)C(CC(=O)c1ccc(Br)cc1)n1ccnc1 (stereo not drawn)
  -5, 728, 3.8, 2.6, 4.9, ·, i, 4, -3.4, 1.3, -2, -1.9, 1.1, 873, -1%, 0.16, 1137, 23, 33
> Cc1cc(C)c2c(c1)SC1=NC(c3ccccc3)(C(F)(F)F)NC(=O)N12 (stereo not drawn)
  ·, ·, 4.1, 0.9, 10, i, i, 4, -1.9, -0.11, -0.86, -0.28, -0.1, 1391, 2%, 0.03, 1447, -22, -24
> COCCNC(=O)COc1ccccc1Cl
  ·, ·, 1.8, 3.1, 6.4, i, ·, ·, -0.72, -0.2, -0.067, 0.2, -2.1, 1043, -6%, 0.06, 1280, -2, -7

Screens deposited in PubChem BioAssay by several laboratories.
